APJ antagonist: antagonists of human apelin receptor APJ, primary screen, CHO-K1 cells, beta-arrestin complementation, luminescence | inhibition, % at 20 µM | P35414 | actives 0.32% (n = 330,000);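 active = inhibition above about 40% at 20 µM, limit read from the data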;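 also: cells challenged with 10 nM apelin-13 agonist together with compound; plate controls were apelin-13 plus DMSO wells for no effect and DMSO wells lacking apelin-13 for full effect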
Target sequence (P35414 whole entry, looked up): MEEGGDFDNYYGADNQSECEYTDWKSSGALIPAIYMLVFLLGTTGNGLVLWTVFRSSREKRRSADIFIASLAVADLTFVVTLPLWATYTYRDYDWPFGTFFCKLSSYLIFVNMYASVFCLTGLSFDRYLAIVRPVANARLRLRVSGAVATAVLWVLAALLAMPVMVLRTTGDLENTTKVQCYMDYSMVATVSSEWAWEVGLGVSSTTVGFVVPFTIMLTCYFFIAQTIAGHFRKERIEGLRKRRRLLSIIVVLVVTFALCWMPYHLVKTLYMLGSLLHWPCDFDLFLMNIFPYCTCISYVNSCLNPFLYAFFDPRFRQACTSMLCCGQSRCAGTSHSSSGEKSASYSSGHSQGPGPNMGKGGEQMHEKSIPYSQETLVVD
Mdm2 MdmX PPI: inhibitors of human Mdm2-MdmX association, primary screen, cell-based, luminescence, split luciferase, SaOS-2, uHTS; inhibition, % at 8 µM; actives 3% (n = 330,000); SaOS-2 split-luciferase Mdm2/MdmX complementation; AID 485346, 2010;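 active = inhibition of at least 50% at 8 µM in the primary screen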
UPR XBP1 act: activators of adaptive XBP1 UPR arm, primary screen, cell-based, CHO-XBP1 luciferase reporter, luminescence, uHTS | IRE1-XBP1 UPR activation; percent of tunicamycin response, DMSO as zero | activation, % at 20 µM | actives 0.33% (n = 330,000);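 active = versus positive control, 20 µM dose yields 30% or more activation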;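 also: 100% = tunicamycin at 10 µg/mL and 0% = DMSO only wells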
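Signal: luciferase luminescence; Assay system: CHO-XBP1 luciferase reporter cells; Amount: one thousand reporter cells per well; Dosing: 20 µM single concentration, DMSO 1%; Benchmarks: high control tunicamycin 10 µg/mL final, low control DMSO vehicle only; Schedule: 6 h compound exposure at 37 °C, 5% CO2; Evaluation: percent activation relative to tunicamycin reference.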
APJ agonist: agonists of human apelin receptor APJ, primary screen, CHO-K1 cells, PathHunter beta-arrestin, luminescence; activation, % at 20 µM; actives 0.11% (n = 330,000); P35414; 0% DMSO wells, 100% apelin;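 active = activation more than six SD over the plate average, tested at 20 µM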;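 also: 0% = DMSO alone and 100% = apelin-13 at 10 nM; some results filed as inactive read as strong as hits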
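system = engineered CHO-K1 APJ arrestin reporter cells | input = 1000 cells per well | timing = overnight seeding, 90 min compound at 25 °C, 1 h detection | measured by = enzyme-fragment complementation luminescence | read-out = beta-arrestin recruitment to APJ as agonist activity, luminescent signal | control set = negative DMSO alone, positive Apelin-13 at 10 nM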
697 NFkB inh: inhibitors of PMA/ionomycin-induced NF-kB reporter, 697 cells, primary screen, B-cell NF-kB inhibitor project, cell-based, luminescence, uHTS; 697 B-cell NF-kB luciferase reporter, 16 h; inhibition, % at 4 µM; actives 0.33% (n = 330,000); AID 435022, 2010; in the data active = inhibition above about 35%
UPR CHOP act: activators of apoptotic CHOP UPR arm, primary screen, cell-based, CHO-CHOP luciferase reporter, luminescence, uHTS. UPR activation; percent of tunicamycin response over DMSO baseline. activation, % at 10 µM. actives 0.34% (n = 330,000). AID 449763, 2010;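 active = at 10 µM dose, activation of 40% or more, normalized to positive control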;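 also: 100% = tunicamycin at 10 µg/mL and 0% = DMSO alone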
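measured by = luciferase luminescence | assay system = CHO-CHOP cells, stable luciferase reporter of PERK-eIF2a-CHOP signalling | amount = 500 reporter cells seeded per well | timing = 6 h compound exposure at 37 °C after overnight seeding | controls = positive tunicamycin 10 µg/mL, negative DMSO alone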
Jurkat NFkB inh: inhibitors of induced NF-kB luciferase reporter, primary screen, TCR NF-kB activation inhibitor project, cell-based, luminescence, uHTS; Jurkat, PMA/ionomycin-induced NF-kB luciferase reporter; inhibition, % at 4 µM; actives 0.53% (n = 330,000); in the data active = inhibition above about 50%
tim23-1 inh: growth inhibitors of tim23-1 mutant yeast, primary screen, luminescence, uHTS. S. cerevisiae tim23-1 growth, BacTiter-Glo luminescence, 24 h. inhibition, % at 20 µM. actives 1.3% (n = 330,000). AID 463212, 2010;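 active = growth inhibition of the mutant yeast at or above 50%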;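 also: temperature-sensitive mutant grown at 25 °C; plate controls were DMSO-treated mutant yeast for no effect and medium wells lacking yeast for full effect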
* marks the source's active call; other numbers are inactive results; / = not tested or not shown.

SMILES	APJ antagonist	Mdm2 MdmX PPI	UPR XBP1 act	APJ agonist	697 NFkB inh	UPR CHOP act	Jurkat NFkB inh	tim23-1 inh
CCOC(=O)C1C(C(=O)OCC)C1(c1ccccc1)c1ccccc1 (stereo not drawn)	-10	-14	0	-1	-13	3.8	-22	43
CC(=O)NCCC1CCCCN1C(=O)c1cc(COc2cc(C)ccc2C)on1 (stereo not drawn)	3	-86	-1	0	-130	7.0	-75	2
CCOc1cccc(Nc2ccc([N+](=O)[O-])cn2)c1	12	-32	3	-3	-13	5.4	-20	40
COc1ccc(CSc2nc3nc(C)cc(C)n3n2)cc1F	9	-24	12	-2	-25	-1.0	-38	22
O=C1CC/C=C\C[C@@H](CC(=O)N(CCO)Cc2ccccc2)C(=O)N[C@H](Cc2ccccc2)CO1	13	-7	-3	0	-3	1.9	-20	-3
OC1COC(O)C(O)C1O (stereo not drawn)	-3	-7	-7	-3	13	2.5	7	6
O=C(COc1ccccc1[N+](=O)[O-])N/N=C/c1ccc(O)c([N+](=O)[O-])c1	32	3	-2	-5	12	1.5	0	5
O=C(CCNS(=O)(=O)c1ccc(OC(F)(F)F)cc1)NC1CC1	2	7	-3	1	-3	-1.7	-10	10
O=C(CSc1ccc(F)cc1)Nc1nnc(-c2ccco2)o1	10	-2	1	-8	16	-2.6	8	6
Cc1cc(Cl)cc(C)c1OCCn1ccnc1	10	-6	-2	-4	-20	2.7	4	6
COC(=O)c1cc(-c2c(C)oc3cc(O)ccc3c2=O)c(C)o1	6	0	0	-4	1	-0.8	-14	11
CC1CCC(NC(=O)COc2ccccc2C(N)=O)CC1 (stereo not drawn)	5	1	0	7	4	-1.0	-4	4
CCc1ccc(NC(=O)C2CCN(S(=O)(=O)c3c(C)[nH]c(=O)[nH]c3=O)CC2)cc1	1	17	-3	-1	25	1.1	-14	-1
O=C(COC(=O)C1CC(=O)N(CCc2ccccc2)C1)c1ccc[nH]1 (stereo not drawn)	-7	1	-1	6	-4	0.0	1	14
CCC(=O)Nc1ccc2c(c1)nc(CCN1CCC(C)CC1)n2C	8	17	0	-3	-4	1.0	-9	14
COc1ccc(NC(=O)C2CCCCC2)cc1S(=O)(=O)N1CCOCC1	1	17	-3	-2	17	-1.3	5	-1
O=C(NCC1CCCO1)C(c1cccs1)N(Cc1ccccc1)C(=O)c1ccc(-c2ccccc2)[nH]1 (stereo not drawn)	-8	29	-2	-6	9	-0.9	-3	27
O=C(Nc1ccon1)c1cnc2sccn2c1=O	-17	0	1	-2	13	2.8	-8	8
COc1cccc(-c2csc(N3CCN(C(=S)Nc4ccccc4OC)CC3)n2)c1	5	-16	0	-6	-20	0.0	-11	22
CC(Oc1cccc(Br)c1)C(=O)NNC(=O)CCS(=O)(=O)c1ccccc1 (stereo not drawn)	-3	27	-3	-1	2	0.8	-14	7
Cc1c(C)c2c(c(C)c1O)CCC(C)(C(=O)O)O2 (stereo not drawn)	-23	-22	-5	15	-22	-0.5	8	4
COc1cc(/C=N/NC(=S)NCC2CCCO2)cc(OC)c1OC (stereo not drawn)	3	18	1	1	22	0.8	4	16
COc1ccccc1NC(=O)C(C)OC(=O)CCNS(=O)(=O)c1ccc(C)c(C)c1 (stereo not drawn)	4	24	-3	-4	15	-1.3	14	4
CCOC(=O)c1sc2nc(C)nc(SCC(=O)N(CC)C3CCS(=O)(=O)C3)c2c1C (stereo not drawn)	11	23	1	-2	-6	2.5	-3	18
O=C1CSC(c2cn(-c3ccccc3)nc2-c2cc3ccccc3o2)N1Cc1ccccc1 (stereo not drawn)	-17	12	2	-3	-37	4.6	-14	17

Single entries from above:
`COc1ccccc1NC(=O)C(C)OC(=O)CCNS(=O)(=O)c1ccc(C)c(C)c1` (stereo not drawn) in Jurkat NFkB inh → 14
`O=C(NCC1CCCO1)C(c1cccs1)N(Cc1ccccc1)C(=O)c1ccc(-c2ccccc2)[nH]1` (stereo not drawn) in 697 NFkB inh → 9
`CC1CCC(NC(=O)COc2ccccc2C(N)=O)CC1` (stereo not drawn) in 697 NFkB inh → 4

New compounds follow
SMILES	APJ antagonist	Mdm2 MdmX PPI	UPR XBP1 act	APJ agonist	697 NFkB inh	UPR CHOP act	Jurkat NFkB inh	tim23-1 inh
C[C@@H](C(=O)Nc1nc(-c2ccccn2)cs1)N1C(=O)C2CCCCC2C1=O (stereo partly drawn)	12	10	-4	-1	-20	-0.1	-2	17
COc1cccc(C(=O)OCC(=O)Nc2ccc3c(c2)OCCO3)c1	7	20	-2	-4	6	1.7	8	12
CC(=O)Nc1ccc(S[C@@H](CCN2CC[C@H](C(C)(C)C)CCC2=O)c2ccccc2)cc1	-5	12	0	-4	20	0.4	5	30
O=C(O)CSc1nc2ccccc2o1	-6	-1	-1	2	-12	-1.7	-12	-6
CN1/C(=C\C(=O)COC(=O)CNC(=O)c2ccccc2F)C(C)(C)c2ccccc21	7	-20	-1	-1	13	-0.4	7	21
Cc1ccc(C(=O)N2CCOCC2)cc1S(=O)(=O)Nc1cccc(C)c1C	3	-7	-3	-2	-4	-1.7	-5	19
COc1ccc(C(=O)c2coc3ccc(O)c(CN4CCOCC4)c23)cc1	9	-6	3	-1	13	5.6	-4	3
O=C(Nc1ccc(Cl)c(C(F)(F)F)c1)N1CCCC(O)C1 (stereo not drawn)	23	-16	-1	-1	3	1.7	-8	3
COCCN(C(=O)CCC(=O)Nc1nccs1)C(C(=O)NC(C)(C)C)c1ccc(C)cc1 (stereo not drawn)	-9	5	0	-1	7	1.0	5	23
CC(C)(C)c1ccc(OCC(=O)NNC(=O)c2cccnc2)cc1	-2	4	-1	-1	0	4.6	-7	11
O=C(NC1CCCCC1)c1c(O)nc2sccn2c1=O	22	49	0	8	-15	2.5	13	67*
CC1(C)Cc2c(sc(NC(=O)COc3ccc(Cl)cc3Cl)c2C(N)=O)C(C)(C)N1	15	38	-4	-2	-19	2.8	8	18
Cc1ccccc1Nc1c(-c2ccc(N3CCOCC3)cc2)nc2cnccn12	13	-13	-2	-3	-29	4.6	-32	20
CC(=O)COc1ccc2c(C)c(C)c(=O)oc2c1	-5	5	-4	5	3	4.2	-39	-3
CCOc1ccc(C2C=C(c3ccc(C)cc3)Nc3nnnn32)cc1 (stereo not drawn)	-4	50*	6	1	2	12	-16	6
Clc1ccc(OCCCNCc2ccccc2)c(Br)c1	30	65*	5	-3	10	-0.9	4	-11
CC(C)CN(C(=O)CCC(=O)OCC(=O)NCCc1ccccc1)c1c(N)n(CC(C)C)c(=O)[nH]c1=O	10	13	-3	-4	24	-1.8	13	3
CCOc1ccc2[nH]c(=O)c(CN(CCCN3CCOCC3)Cc3nnnn3Cc3ccc(OC)cc3)cc2c1	10	16	0	-2	-8	3.2	5	5
CCCCC(=NCCc1c(C)[nH]c2ccc(OC)cc12)C1=C(O)CC(c2ccccc2)CC1=O (stereo not drawn)	-19	60*	10	-4	-56	0.6	69*	18
COC(=O)c1sc(NC(=O)CSc2nnc(Cn3nnc4ccccc43)n2C)nc1C	15	11	1	0	7	-1.1	-10	-3
CN1CC(COCc2ccccc2)Oc2ccccc2S1(=O)=O (stereo not drawn)	/	24	8	/	-5	-0.3	/	35
CCOCCCNC(=O)C(NC(=O)c1ccc2c(c1)OCO2)c1ccc(OC)cc1 (stereo not drawn)	-8	38	-2	-5	6	-1.9	7	6
COc1cc2sc(-c3ccc(S(C)(=O)=O)cc3)c(C#CCO)c2cc1OC	7	8	2	-2	-9	-0.2	0	30
O=C(CN1C(=O)C2C3C=CC(C4CC34)C2C1=O)Nc1cccc2ncccc12 (stereo not drawn)	-21	-7	4	-2	-3	-3.8	2	36
O=C(/C=C/c1ccco1)NC(=S)Nc1ccccc1N1CCOCC1	4	23	-1	-3	2	3.0	-9	55*

Three of the entries above in order of their number in 697 NFkB inh, low to high.
SMILES,APJ antagonist,Mdm2 MdmX PPI,UPR XBP1 act,697 NFkB inh,Jurkat NFkB inh
CCCCC(=NCCc1c(C)[nH]c2ccc(OC)cc12)C1=C(O)CC(c2ccccc2)CC1=O (stereo not drawn),-19,60*,10,-56,69*
O=C(NC1CCCCC1)c1c(O)nc2sccn2c1=O,22,49,0,-15,13
CC(C)CN(C(=O)CCC(=O)OCC(=O)NCCc1ccccc1)c1c(N)n(CC(C)C)c(=O)[nH]c1=O,10,13,-3,24,13

(cont.)
SMILES	APJ antagonist	Mdm2 MdmX PPI	UPR XBP1 act	APJ agonist	697 NFkB inh	UPR CHOP act	Jurkat NFkB inh	tim23-1 inh
COc1ccc(CNC(=O)C2CCCN(S(=O)(=O)N3CC(C)CC(C)C3)C2)c(OC)c1 (stereo not drawn)	15	7	-3	1	-16	1.1	6	12
Cc1ccc2nc(NC(=O)CSCC(=O)OCC(=O)c3ccc(Br)cc3)sc2c1	4	31	-3	-4	64*	-6.6	41	6
CCN(Cc1ccncc1)Cc1cn[nH]c1-c1ccc(OC)cc1F	-6	10	-3	5	-36	0.9	14	6
CN(C)c1nc(N)nc(-c2nc3ccccc3s2)n1	7	-50	5	-1	-153	0.5	-120	4
Fc1ccc(-n2nnc(-c3ncc[nH]3)n2)cc1	-13	-7	1	8	-20	5.3	-33	13
O=C(Cc1ccc(F)cc1)NCCS(=O)(=O)N1CCN(c2ccccc2)CC1	5	24	-3	-3	1	-2.0	5	11
O=C(CN(CC1CCCO1)C(=O)CNS(=O)(=O)c1ccc(F)cc1)NC1CCCC1 (stereo not drawn)	23	3	1	-2	14	0.0	13	6
NNC(=O)Cn1c(SCc2ccccc2)nc2ccccc21	-11	3	2	-1	-14	1.4	4	4
Cc1ccccc1CN1CCN(S(=O)(=O)c2cccs2)CC1	13	27	-4	-2	6	1.6	-8	23
CCOC(=O)C1=C(C)NC(C)=C(C(=O)OCC)C1C(=O)OCC(=O)N(C)Cc1ccccc1	2	34	-3	-5	11	0.1	2	5
O=C(NCc1ccccc1)NS(=O)(=O)c1ccccc1Cl	25	-1	1	0	1	-1.4	-3	-8
N#Cc1ccccc1CSc1nc2ccc(NC(=O)c3ccccc3C(=O)O)cc2s1	18	-8	0	-3	-6	0.2	-6	9
C/C(=N\Nc1nc2ccccc2[nH]1)c1ccc2c(c1)OCO2	-11	-26	30	3	-40	5.8	-27	16
CC(=O)Cc1nsc(Nc2ccc3c(c2)OCCO3)n1	0	-58	0	-3	-86	3.2	-88	17
CCOc1ccc(NC(=O)CSc2nc3ccccc3c(=O)n2Cc2cccs2)cc1	20	3	10	6	-11	3.0	-1	-7
COc1ccc(S(=O)(=O)N(C)C[C@H]2Oc3c(NC(=O)CCC(F)(F)F)cccc3C(=O)N([C@H](C)CO)C[C@@H]2C)cc1	2	37	-2	-4	-2	-0.9	0	13
O=C(CSc1ccc(Cl)cc1)Nc1cc(-c2nc3ncccc3o2)ccc1Cl	2	-5	0	-2	-39	2.9	10	17
N#C/C(=C\c1cccs1)C(=O)NCc1ccco1	6	-11	3	-3	9	4.6	10	12
CCOC(=O)C1=C(O)/C(=C/c2ccc(OCC(=O)O)c(OC)c2)SC1=Nc1ccc(OCC)cc1	6	15	-1	-4	14	-2.3	4	18
